Bioassay records (PubChem BioAssay)
DAX1 inh-1 – inhibitors of DAX1 repression of SF-1 activated StAR promoter; HEK293T StAR-luciferase reporter, SF-1/DAX-1 repression relief; inhibition, % at 6.8 µM; 370,000 tested, 1.1% active; AID 652010;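 active means inhibition above the mean over all tested compounds plus 3 SD, cut at about 3.6% in these data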;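 further: 0% = DAX-1 cells with DMSO and 100% = cells lacking DAX-1 with DMSO; higher inhibition means more luminescence from relief of DAX-1 repression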
hcDAF12 agonist – activates DAF-12 receptor from parasite H. contortus; AID 652067; 370,000 tested, 1.4% active; HEK293 hcDAF-12 lit1-tk-luc reporter, luminescence; 0% DMSO, 100% Δ7-dafachronic acid; activation, % at 6.8 µM;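 active means activation above the mean of all tested compounds plus 3 SD, cut at about 5.5% in these data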;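 further: 100% = response to 3 µM Δ7-dafachronic acid high control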
DAX1 inh-2 – inhibitors of human orphan nuclear receptor DAX1 (NR0B1); P51843; HEK293 Gal4-DAX1 luciferase reporter, luminescence; inhibition, % at 6.75 µM; 340,000 tested, 0.99% active; AID 504766;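 active means inhibition above the mean over all tested compounds plus 3 SD, cut at about 4.2% in these data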;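 further: 0% = DAX1-transfected cells with DMSO and 100% = empty-vector control cells with DMSO; inhibition shows as a rise in luminescence from relieved DAX1 repression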
GAA850 FXN act – increases GAA850 frataxin promoter reporter activity; HEK293 lucGAA850 FXN promoter luciferase reporter, 24 h; percent of 10 µM SAHA response; 360,000 tested, 0.56% active; activation, % at 6 µM;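 active means activation above the average of all compounds screened plus 3 SD, cutoff fixed separately per campaign, cut at about 7.5% in these data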;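 further: 0% = DMSO wells and 100% = 10 µM SAHA wells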
ADAM10 inh – ADAM10 inhibition, QFRET primary screen; 370,000 tested, 0.62% active; O14672; inhibition, % at 7 µM; recombinant ADAM10, EDANS/DABCYL FRET peptide cleavage, 3 h; AID 720582;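 active means inhibition above a per-campaign cutoff equal to the mean of compounds falling between control-based bounds plus 3 SD, cut at about 20% in these data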;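 further: 0% = DMSO wells while the 100% control is not disclosed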
HGIII-sPLA2 inh – Inhibits HGIII-sPLA2 liposome hydrolysis, primary screen. Q9NZ20. 370,000 tested, 0.56% active. inhibition, % at 12.2 µM. AID 743126. QFRET BODIPY PC-A2 liposome hydrolysis, fluorescence;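 active means inhibition above mean plus 3 SD of compounds lying within the high and low control bounds, cut at about 19% in these data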;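 further: 0% = median of test compound wells and 100% = no enzyme DMSO wells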
NPR1 activator – GC-A (human) enzyme activation; HEK293 GC-A cells, cGMP TR-FRET, EC30 ANP; 0% at EC30 ANP, 100% saturating ANP; activation, % at 10 µM; 370,000 tested, 0.14% active; AID 1671463; in the data active means activation above about 40%
GC-B act – GC-B (human) receptor activation | P20594 | 370,000 tested, 0.11% active | HEK293-GC-B cells, CNP EC30, cGMP TR-FRET; 0% at EC30 CNP, 100% saturating CNP | activation, % at 10 µM;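 active means activation at 10 µM reaching about 35% in either raw or pattern-adjusted values, limit read from the data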
Target sequence (P20594 whole entry, looked up): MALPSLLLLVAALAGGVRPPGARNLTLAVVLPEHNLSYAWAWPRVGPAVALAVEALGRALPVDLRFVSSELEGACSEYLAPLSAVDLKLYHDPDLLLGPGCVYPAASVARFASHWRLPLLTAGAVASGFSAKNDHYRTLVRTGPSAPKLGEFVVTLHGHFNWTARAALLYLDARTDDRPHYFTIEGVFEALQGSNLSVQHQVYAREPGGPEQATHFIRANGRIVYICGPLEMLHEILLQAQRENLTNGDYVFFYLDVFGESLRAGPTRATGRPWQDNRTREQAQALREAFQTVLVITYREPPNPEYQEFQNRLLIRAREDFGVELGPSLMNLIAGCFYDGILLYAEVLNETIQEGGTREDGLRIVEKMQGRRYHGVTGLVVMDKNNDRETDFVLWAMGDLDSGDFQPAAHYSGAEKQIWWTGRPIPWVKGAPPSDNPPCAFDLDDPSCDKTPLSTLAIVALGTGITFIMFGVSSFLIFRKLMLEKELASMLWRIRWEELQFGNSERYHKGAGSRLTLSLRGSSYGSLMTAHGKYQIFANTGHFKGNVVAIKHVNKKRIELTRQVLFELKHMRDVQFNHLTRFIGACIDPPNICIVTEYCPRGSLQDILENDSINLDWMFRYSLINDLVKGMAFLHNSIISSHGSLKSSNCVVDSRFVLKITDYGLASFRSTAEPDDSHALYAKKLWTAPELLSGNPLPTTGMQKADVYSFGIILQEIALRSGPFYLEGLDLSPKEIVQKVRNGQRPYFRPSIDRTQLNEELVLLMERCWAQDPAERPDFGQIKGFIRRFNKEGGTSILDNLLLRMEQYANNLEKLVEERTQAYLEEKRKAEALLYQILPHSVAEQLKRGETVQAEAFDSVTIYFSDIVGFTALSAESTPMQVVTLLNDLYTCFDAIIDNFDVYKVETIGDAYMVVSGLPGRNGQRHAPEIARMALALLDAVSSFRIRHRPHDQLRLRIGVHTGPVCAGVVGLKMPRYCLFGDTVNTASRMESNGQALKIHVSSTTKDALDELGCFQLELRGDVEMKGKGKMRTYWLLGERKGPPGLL
ssDAF-12 act – activators of S. stercoralis DAF-12 nuclear receptor | HEK293 ssDAF-12/GRIP1 lit1-tk-luc reporter, luminescence; % of 3 µM dafachronic acid response | activation, % at 6.8 µM | 370,000 tested, 1% active;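 active means activation above the mean over all tested compounds plus 3 SD, cut at about 0.9% in these data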;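 further: 0% = DMSO-only wells and 100% = 3 µM delta7-dafachronic acid wells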
hgDAF-12 ag – hgDAF-12 agonism, primary luciferase screen. HEK293 GAL4-hgDAF12 UAS-luciferase reporter, agonist luminescence; normalized to butyrate control. activation, % at 6.8 µM. 370,000 tested, 1.8% active. AID 687014;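 active means activation above a cutoff set at the mean of all screened compounds plus 3 SD, cut at about 10% in these data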;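 further: 0% = DMSO wells and 100% = sodium butyrate wells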
SMARCA2 activ – activators of SMARCA2 function. MG213 cells, MMTV-luciferase reporter, dexamethasone, overnight. activation, % at 9.1 µM. 370,000 tested, 1% active. AID 652017; in the data active means activation above about 7.8%;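 further: 0% = vehicle wells and 100% = reference activator wells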
Starred values were filed as active, the others as inactive; i = inactive; nt = no result given.

SMILES	DAX1 inh-1	hcDAF12 agonist	DAX1 inh-2	GAA850 FXN act	ADAM10 inh	HGIII-sPLA2 inh	NPR1 activator	GC-B act	ssDAF-12 act	hgDAF-12 ag	SMARCA2 activ
COc1ccccc1N1CCN(C(=O)c2cc(N3C(=O)C4C5CCC(C5)C4C3=O)ccc2Cl)CC1 (stereo unspecified)	-0.2	-0.9	-1.5	-1.1	-7	-9	4	2	0.0	-2.3	-1
CCn1c(-c2ccc(C)cc2)nn(CC(=O)NCCc2ccccc2)c1=S	-1.3	2.0	-2.2	0.0	2	3	0	0	-0.2	-2.4	-4
COc1ccc(CN2CCN(C(=O)c3ccc(CNS(=O)(=O)c4ccc(C)cc4)cc3)CC2)c(OC)c1OC	-0.8	-4.7	0.1	1.0	2	-17	2	-3	-1.6	-2.6	-2
COC(=O)c1c(NC(=S)Nc2ccc(C(=O)N3CCOCC3)cc2)sc2c1CCC2	0.8	-1.1	-0.5	1.6	-2	2	-3	-4	-1.6	1.9	-1
COc1ccc(CNC(=O)C2CCCN2C(=O)Nc2cccc(Cl)c2)cc1 (stereo unspecified)	-0.7	-2.4	1.4	-2.4	-5	0	-4	-2	-1.1	-2.6	-5
CC(=O)c1ccc(OCCN2CCOCC2)cc1	-0.6	-0.1	-0.6	-1.5	4	-1	1	3	-0.9	-2.9	1
COc1ccc(/C=C2\SC(=S)N(CC(=O)Nc3nnc(C)s3)C2=O)cc1	-1.2	-0.7	-0.2	1.4	-8	14	0	-4	-0.9	0.5	-2
Cc1cc(C(=O)NC2CC(C)(C)Cc3c2cnn3-c2ccccc2)n[nH]1 (stereo unspecified)	1.2	1.5	-1.0	0.6	0	1	-2	-2	-1.0	-2.7	0
COc1cc(/C(O)=C(\C#N)c2nc3ccccc3[nH]2)cc(OC)c1OC	-0.3	-1.7	-1.5	0.3	-149	-6	5	13	-1.1	-0.8	-1
COc1ccc(-n2c(-c3ccc(F)cc3)cnc2SCC(=O)NCc2ccco2)cc1	-0.6	-2.3	-0.7	3.0	11	-14	-31	-11	-1.5	1.1	0
CCOc1ccccc1N(CC(=O)NC1CCCCC1)C(=O)CCCC(=O)Nc1ccccn1	-0.3	0.7	-0.2	0.1	-2	-6	-3	-3	-1.4	1.6	-1
C/C(=N\NS(=O)(=O)c1ccccc1)c1ccc2c(c1)OCO2	-0.1	-0.1	-0.5	1.6	2	-2	8	2	-1.3	2.6	0
Cc1nc2ccc(-c3ccccc3)cc2o1	0.1	-1.2	0.5	1.8	-4	-1	1	-3	-1.1	1.9	2
CCCCN(C(=O)c1cccc(C)c1)c1c(N)n(CCC)c(=O)[nH]c1=O	0.1	1.0	0.8	-1.1	-3	6	-1	-9	-0.8	-1.4	-5
CNS(=O)(=O)c1cn(CC(=O)NCc2ccc(N(C)C)cc2)cc1S(=O)(=O)NC	0.2	0.4	0.2	0.7	-7	0	-5	1	-1.4	0.5	-1
CCOC(=O)c1cnc2ccc(C)cc2c1Nc1ccc(N2CCOCC2)cc1	-2.4	-2.0	-2.1	-3.4	6	-4	-3	0	-1.6	-4.2	-1
CN=C1S/C(=C/c2cc(C)n(Cc3ccccc3)c2C)C(=O)N1C	nt	-2.2	nt	nt	1	2	-4	-9	-1.2	-0.1	nt
COc1ccccc1NC(=O)CN1C(=O)CSC(C)C1=O (stereo unspecified)	-0.1	-0.3	-0.2	2.3	-3	2	-1	0	-0.9	-2.6	-4
COc1cc(CN(CCN(C)C)Cc2ccccc2)ccc1OCc1ccccc1	0.1	-0.6	1.0	-0.1	1	-10	-11	1	-1.5	1.4	3
COC(=O)[C@@]12CCCCN1[C@H](c1ccc(-c3ccccc3)cc1)[C@@H]1C(=O)N(C)C(=O)[C@@H]12	0.7	-2.7	1.5	0.7	0	-5	-2	5	-1.8	0.2	1
COC(=O)c1ccc(S(=O)(=O)NNC(=O)COc2ccc(C)cc2)cc1	-0.2	-0.7	0.1	2.3	-1	-3	-2	-1	-1.4	0.8	-2
Cc1ccc(C(=O)NCCNC(=O)c2ccco2)cn1	0.4	-0.5	2.4	-0.6	-7	2	-5	1	-1.1	0.5	-3
Brc1ccc(-c2csc(N3CCc4ccccc4C3)n2)cc1	0.4	2.8	2.1	0.7	1	0	0	1	0.2	1.1	-2
O=C(c1ccccc1)c1coc(-c2ccccc2)c1	7.5*	5.3	2.3	2.7	1	-7	11	3	0.7	14*	6
COc1ccc(/C=C2\N=C(SC)N(c3ccccc3OC)C2=O)cc1	-3.0	-3.2	-2.4	-8.2	-8	7	1	6	-2.2	-11	-4

(more compounds)
SMILES	DAX1 inh-1	hcDAF12 agonist	DAX1 inh-2	GAA850 FXN act	ADAM10 inh	HGIII-sPLA2 inh	NPR1 activator	GC-B act	ssDAF-12 act	hgDAF-12 ag	SMARCA2 activ
Cc1nc2ccccc2nc1N1CCCC1	-0.2	-0.1	0.0	2.6	-7	1	-3	2	-1.8	1.5	3
COCc1[nH]nc2c1C(c1ccccc1)N(c1ccccc1)C2=O (stereo unspecified)	-0.2	-0.1	nt	nt	-17	4	-8	-12	-0.8	0.8	-3
O=C(COc1ccccc1)N1CCN(C(=O)Cc2ccccc2)CC1	-1.1	2.2	-0.6	0.6	6	4	0	12	-1.1	-0.7	-1
CC(=O)Nc1nc(CCN2C(=O)c3ccccc3C2=O)cs1	-0.2	-2.4	0.4	-0.3	7	7	-1	6	-1.3	0.5	2
COc1ccc(-c2cc3cc(OC)c(OC)cc3c(C)n2)cc1	0.6	-0.1	0.2	5.0	-171	3	3	-2	-1.1	11*	6
Cc1ccc(/C=N/NC(=O)NC23CC4CC(CC(C4)C2)C3)o1	0.8	-0.3	0.6	2.0	4	-49	4	4	-1.3	3.4	3
Cc1c(C)n2c(SCC(=O)Nc3cccc4ccccc34)nnc2[nH]c1=O	-1.6	1.4	-0.1	2.1	-3	-1	-6	-9	-0.6	0.1	2
Cc1nn(-c2ccccn2)c2nc(-c3cccs3)cc(C(=O)N3CCOCC3)c12	-0.1	-0.3	1.8	2.1	i	-5	-10	6	-0.9	-2.5	3
O=C(Nc1ccccc1-c1ccccc1)c1cc(C(F)(F)F)cc(C(F)(F)F)c1	0.1	-1.8	-0.5	-4.2	8	3	-3	4	-1.2	0.2	1
Cc1cc2[nH]c(=O)c(=O)[nH]c2cc1S(=O)(=O)NCc1ccccc1	0.5	0.5	1.4	-0.3	i	1	5	1	-1.0	-1.1	-3
Cc1ccccc1C(=O)Nc1ccccn1	0.5	-1.8	-0.2	2.2	4	9	4	-2	-1.1	4.2	-2
CNC(=O)c1ccc(Nc2nnc(C)c3ccccc23)cc1	-0.5	-1.6	-0.2	2.3	-11	1	-1	0	-1.4	3.3	-4
COc1ccc(C(NC(=O)c2cc(OC)ccc2OC)c2ccccc2)cc1 (stereo unspecified)	-0.3	-0.3	-1.2	-0.4	-12	-6	-13	-12	-0.8	-1.5	-1
O=C(NCCc1ccccn1)c1c(-c2ccccc2)sc2ccccc12	-0.5	-1.9	1.8	0.7	2	-7	-7	-7	-1.2	-0.3	0
CSc1cccc(NC(=O)Nc2nc3c(C)cccc3s2)c1	-0.3	-0.4	3.3	0.7	-5	-3	-7	-9	-0.4	-0.9	-2
Cc1ccc(N2CCN(CC3CC=CCC3)CC2)cc1 (stereo unspecified)	-0.5	0.3	2.1	-1.1	4	10	-4	0	-0.8	0.7	-1
COc1ccc(NC(=O)c2cc(-c3ccco3)nc3ccccc23)cc1	0.0	0.1	3.4	0.6	-27	-1	7	-5	-0.8	0.3	-1
CC(C)CC#Cc1ccc2c(c1)O[C@H](CN(C)C(=O)Nc1ccccc1)[C@@H](C)CN([C@H](C)CO)S2(=O)=O	-1.0	0.5	-0.4	-2.9	2	-10	6	0	-1.3	0.5	1
COc1ccc(CNc2cc(NCCCO)c([N+](=O)[O-])c3nonc23)cc1	-1.4	-3.5	-0.3	-0.8	-3	-5	11	7	-1.4	-1.5	0
COc1ccc(NC(=S)NCc2ccc(S(N)(=O)=O)cc2)c(OC)c1	-0.7	-0.2	0.8	3.0	-2	5	0	-2	-1.3	0.8	-1
COc1cc(/C=C2/C(=O)NN(c3ccc(Cl)cc3)C2=O)cc(Br)c1O	0.0	-1.7	0.1	-0.8	6	-13	-1	-1	-1.0	0.6	-1
CN(C)CCN(C(=O)c1ccc2c(c1)OCCO2)c1nc2cc3c(cc2s1)OCO3	2.9	4.5	1.6	2.0	-13	4	-5	-2	-1.4	1.5	0
COc1ccc(OCCC(=O)c2ccc(OC)cc2)cc1	-0.4	-0.6	1.0	1.0	-4	-4	9	5	-1.0	0.0	-1
CCn1c(SCC(=O)N2CCOCC2)nc2sc3c(c2c1=O)CCCC3	0.6	-1.0	1.1	-0.4	6	0	5	2	-1.5	-1.7	1
CC1Sc2ccc(C(=O)NCc3ccccc3Cl)cc2NC1=O (stereo unspecified)	1.1	-2.8	0.8	4.0	-3	9	1	-2	-0.9	-4.9	-2
S=C(Nc1ccccc1)Nc1nc2ccccc2n1CCOc1ccccc1	0.3	-0.7	1.3	-1.0	4	21*	1	1	-1.3	-0.4	-1
COc1ccc(NC(=O)c2ccco2)cn1	0.4	-0.8	1.5	0.1	-6	-2	-1	3	-0.6	1.5	-1
O=C(CCCN1C(=O)c2ccccc2C1=O)Nc1ccc(S(=O)(=O)N2CCCCC2)cc1	-0.2	-2.4	-0.7	-2.2	2	-7	-3	2	-2.0	-2.0	-3
c1ccc(CCSc2nccn2-c2ccccc2)cc1	2.4	5.8*	1.9	3.8	2	1	-3	-1	0.2	14*	8

Rewritten bar-delimited: entries from further up
Molecule | DAX1 inh-1 | hcDAF12 agonist | DAX1 inh-2 | GAA850 FXN act | ADAM10 inh | HGIII-sPLA2 inh | NPR1 activator | GC-B act | ssDAF-12 act | hgDAF-12 ag | SMARCA2 activ
COc1ccc(CNc2cc(NCCCO)c([N+](=O)[O-])c3nonc23)cc1 | -1.4 | -3.5 | -0.3 | -0.8 | -3 | -5 | 11 | 7 | -1.4 | -1.5 | 0
S=C(Nc1ccccc1)Nc1nc2ccccc2n1CCOc1ccccc1 | 0.3 | -0.7 | 1.3 | -1.0 | 4 | 21* | 1 | 1 | -1.3 | -0.4 | -1
Cc1ccc(N2CCN(CC3CC=CCC3)CC2)cc1 (stereo unspecified) | -0.5 | 0.3 | 2.1 | -1.1 | 4 | 10 | -4 | 0 | -0.8 | 0.7 | -1
CC(C)CC#Cc1ccc2c(c1)O[C@H](CN(C)C(=O)Nc1ccccc1)[C@@H](C)CN([C@H](C)CO)S2(=O)=O | -1.0 | 0.5 | -0.4 | -2.9 | 2 | -10 | 6 | 0 | -1.3 | 0.5 | 1
Cc1ccccc1C(=O)Nc1ccccn1 | 0.5 | -1.8 | -0.2 | 2.2 | 4 | 9 | 4 | -2 | -1.1 | 4.2 | -2
COc1ccc(OCCC(=O)c2ccc(OC)cc2)cc1 | -0.4 | -0.6 | 1.0 | 1.0 | -4 | -4 | 9 | 5 | -1.0 | 0.0 | -1
